High-throughput results: PubChem, several laboratories
Neddyl block: inhibitors of human cullin neddylation; P61081+Q13564; TR-FRET cullin neddylation, biochemical; calls only at 25 µM; 360,000 compounds, 0.58% hits; in the data active = inhibition above about 36%
FAS-TE inh: blocks the thioesterase domain of human fatty acid synthase. P49327. recombinant FAS-TE, OMFH fluorogenic substrate, fluorescence endpoint. inhibition, % at 15 µM. 360,000 compounds, 0.67% hits. AID 602261;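 active = compounds whose normalised, plate-corrected inhibition of enzyme fluorescence in the single-dose primary screen is 50% or more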;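 also: 0% = DMSO with enzyme and 100% = substrate without enzyme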
Rpn11 block: blocks the human proteasome subunit Rpn11 | O00487 | human 26S proteasome, Ub4-pepOG fluorescence polarization; 20S core pre-blocked with epoxomicin | calls only at 20 µM | 360,000 compounds, 0.59% hits;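 active = inhibition at 20 µM, scaled to each plate's controls, above about 33%, limit read from the data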
Rin1 Abl inh: blocks binding of human Rin1 to Abl; inhibition, % at 7.35 µM; AID 588664; TR-FRET Rin1/Abl binding, biochemical; 360,000 compounds, 0.4% hits; P00519+Q13671; in the data active = inhibition above about 5%, passing the limit was not always enough
SKN-1 inh: inhibitors of C. elegans SKN-1; C. elegans VP596 Pgst-4::GFP/RFP ratio, acrylamide-induced, 24 h; inhibition, % at 21.8 µM; 360,000 compounds, 0.49% hits;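 active = interference check ratio from 0.5 to 1.5 plus GFP to RFP signal ratio inhibition reaching or exceeding a fixed threshold, cut at about 30% in these data, passing the limit was not always enough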; also: some compounds called inactive have numbers as strong as hits
CSN inh: blocks human CSN-mediated cullin deneddylation. Q92905. Purified CSN, SCF-Nedd8-OG deneddylation, fluorescence polarization. inhibition, % at 12.5 µM. 360,000 compounds, 0.38% hits;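 active = pattern-corrected inhibition above about 35%, with an unprinted fluorescence ratio check between 0.5 and 1.5, limit read from the data, passing the limit was not always enough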;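 also: 0% = enzyme with substrate and 100% = substrate without enzyme; some results filed as inactive read as strong as hits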
Target sequence (Q92905 whole entry, looked up, one chain of several): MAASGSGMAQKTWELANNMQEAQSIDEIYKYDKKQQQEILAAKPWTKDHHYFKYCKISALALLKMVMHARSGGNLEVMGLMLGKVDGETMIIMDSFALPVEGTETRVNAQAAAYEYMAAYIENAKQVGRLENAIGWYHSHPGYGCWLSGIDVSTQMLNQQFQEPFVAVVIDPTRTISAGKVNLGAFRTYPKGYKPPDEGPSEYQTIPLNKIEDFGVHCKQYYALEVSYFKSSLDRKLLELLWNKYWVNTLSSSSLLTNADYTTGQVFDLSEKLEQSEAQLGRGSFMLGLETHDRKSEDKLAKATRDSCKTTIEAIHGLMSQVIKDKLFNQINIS
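Detection – fluorescence polarization · System – HEK293T-derived human Csn5 enzyme · Controls – substrate-only high control, full reaction low control · Timing – 90 min, room temperature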
NadD inh: NadD (S. aureus) enzyme inhibition; purified NadD enzyme, colorimetric absorbance read-out; inhibition, % at 20 µM; 360,000 compounds, 0.78% hits; in the data active = inhibition above about 26%; also: some compounds past the cut are filed as inactive
MT1-MMP act inh: blocks activation of human MT1-MMP; 360,000 compounds, 0.061% hits; GFP/RFP ratio change, % at 20 µM; P50281; AID 651647; HT1080 RFP-PRO-GFP cells, GFP/RFP ratio fluorescence, overnight; percent of plate control window, DMSO zero;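 active = GFP/RFP ratio change of at least 30% with cell ATP level not reduced by more than half and red fluorescence within 50% of control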; also: strong numbers were not always called active
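Material: RFP-PRO-GFP reporter HT1080 cells. Dosing: single-point 20 µM compound, 1% DMSO. Controls: DMSO and RFP-L50D-GFP cell wells. Timing: cells overnight before dosing, compound overnight, 37 °C, 5% CO2. Measure: GFP/RFP fluorescence ratio.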
MLLE-PAM2 inh: inhibitors of microRNA-mediated deadenylation, human PABP1 MLLE binding | 360,000 compounds, 0.36% hits | inhibition, % at 20 µM | AID 588489 | GST-MLLE / FITC-PAM2 fluorescence polarization | P11940; in the data active = inhibition above about 35%, passing the limit was not always enough;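 also: plate controls were DMSO wells with GST-MLLE for no effect and wells lacking GST-MLLE protein for full effect; some results filed as inactive read as strong as hits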
Target sequence (P11940 whole entry, looked up): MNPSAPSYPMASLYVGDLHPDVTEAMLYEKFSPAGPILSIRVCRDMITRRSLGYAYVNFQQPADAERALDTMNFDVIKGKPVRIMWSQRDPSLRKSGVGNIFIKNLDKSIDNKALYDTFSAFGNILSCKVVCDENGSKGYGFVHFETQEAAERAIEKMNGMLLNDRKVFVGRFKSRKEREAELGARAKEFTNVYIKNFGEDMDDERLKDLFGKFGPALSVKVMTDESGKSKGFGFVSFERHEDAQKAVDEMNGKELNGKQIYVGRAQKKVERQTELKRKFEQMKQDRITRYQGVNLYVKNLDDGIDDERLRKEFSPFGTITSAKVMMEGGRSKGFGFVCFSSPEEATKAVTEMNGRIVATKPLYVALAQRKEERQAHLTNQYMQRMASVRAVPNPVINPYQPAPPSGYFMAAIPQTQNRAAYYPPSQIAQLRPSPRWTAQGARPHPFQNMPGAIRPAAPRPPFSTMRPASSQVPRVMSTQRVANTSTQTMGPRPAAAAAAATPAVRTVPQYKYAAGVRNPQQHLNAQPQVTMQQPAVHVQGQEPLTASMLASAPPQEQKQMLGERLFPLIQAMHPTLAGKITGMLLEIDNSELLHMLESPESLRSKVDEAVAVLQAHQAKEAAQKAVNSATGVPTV
Starred values were filed as active, the others as inactive.

Results for N#Cc1nc(COc2ccc(Br)cc2)oc1N1CCN(Cc2ccccc2)CC1 ?
Neddyl block: inactive; FAS-TE inh: 22; Rpn11 block: inactive; Rin1 Abl inh: -2; SKN-1 inh: 10; CSN inh: 1; NadD inh: -1; MT1-MMP act inh: 4; MLLE-PAM2 inh: 6

Results for CC/C(=N\NC(=O)c1c(C)nc2ccccn12)c1ccc(Cl)cc1 ?
Neddyl block: inactive; FAS-TE inh: 1; Rpn11 block: inactive; Rin1 Abl inh: 1; SKN-1 inh: -2; CSN inh: 0; NadD inh: 5; MT1-MMP act inh: 3; MLLE-PAM2 inh: -1

Results for CCOc1ccccc1C(=O)Oc1cc(C)[nH]c(=O)c1[N+](=O)[O-] ?
Neddyl block: inactive; FAS-TE inh: -5; Rpn11 block: inactive; Rin1 Abl inh: 3; SKN-1 inh: -17; CSN inh: -3; NadD inh: 3; MT1-MMP act inh: 2; MLLE-PAM2 inh: -2

Results for Fc1cccc(Cc2c(-c3ccc(Cl)cc3)nc3ccc(Cl)cn23)c1 ?
Neddyl block: inactive; FAS-TE inh: 20; Rpn11 block: inactive; Rin1 Abl inh: 2; SKN-1 inh: 2; CSN inh: 4; NadD inh: 7; MT1-MMP act inh: -12; MLLE-PAM2 inh: 11

How did CCCc1ccc(S(=O)(=O)N2CCN(C(=O)CN3C(=O)NC(C)(C4CC4)C3=O)CC2)cc1 (stereo not given) do in these assays?
Neddyl block: inactive; FAS-TE inh: 11; Rpn11 block: inactive; Rin1 Abl inh: 5; SKN-1 inh: 30; CSN inh: -3; NadD inh: 5; MT1-MMP act inh: -1; MLLE-PAM2 inh: 11

How did O=C(N/N=C/c1ccc(O)cc1)c1cc(C2CC2)[nH]n1 do in these assays?
Neddyl block: inactive; FAS-TE inh: -2; Rpn11 block: inactive; Rin1 Abl inh: 2; SKN-1 inh: 6; CSN inh: 0; NadD inh: -1; MT1-MMP act inh: 0; MLLE-PAM2 inh: -12

What do the screens show for `CC(C)C(CCN1C(=O)CCC1=O)C1CCOC(C)(C)C1` (stereo not given)?
Neddyl block: inactive; FAS-TE inh: -7; Rpn11 block: inactive; Rin1 Abl inh: 2; SKN-1 inh: -10; CSN inh: 0; NadD inh: -1; MT1-MMP act inh: -3; MLLE-PAM2 inh: -6

What do the screens show for `COc1ccc(NC(=O)c2ccc3ccccc3n2)cc1S(=O)(=O)Nc1ccccc1Cl`?
Neddyl block: inactive; FAS-TE inh: 64*; Rpn11 block: inactive; Rin1 Abl inh: 2; SKN-1 inh: 15; CSN inh: 0; NadD inh: 10; MT1-MMP act inh: 12; MLLE-PAM2 inh: -6

What do the screens show for `CSCCC(NC(=O)C1CC1)c1nc2ccccc2[nH]1` (stereo not given)?
Neddyl block: inactive; FAS-TE inh: -7; Rpn11 block: inactive; Rin1 Abl inh: -1; SKN-1 inh: -5; CSN inh: -1; NadD inh: 7; MT1-MMP act inh: 1; MLLE-PAM2 inh: -20

What do the screens show for `COc1ccc(-c2nnc(NC(=O)c3c(OC)cccc3OC)s2)cc1`?
Neddyl block: inactive; FAS-TE inh: 1; Rpn11 block: inactive; Rin1 Abl inh: 1; SKN-1 inh: 6; CSN inh: -5; NadD inh: -5; MT1-MMP act inh: -4; MLLE-PAM2 inh: -2

What do the screens show for `CC(=O)Nc1ccc(N2CCOCC2)c(C(=O)Nc2cccc(C)c2)c1`?
Neddyl block: inactive; FAS-TE inh: -3; Rpn11 block: inactive; Rin1 Abl inh: 2; SKN-1 inh: -20; CSN inh: 3; NadD inh: 5; MT1-MMP act inh: -2; MLLE-PAM2 inh: -5

How did CCOC(=O)c1cnc2nc(Cc3ccccc3)[nH]n2c1=O do in these assays?
Neddyl block: inactive; FAS-TE inh: -5; Rpn11 block: inactive; Rin1 Abl inh: 0; SKN-1 inh: 2; CSN inh: 3; NadD inh: -2; MT1-MMP act inh: 6; MLLE-PAM2 inh: 4

What do the screens show for `COC(=O)COc1ccc(=O)n(-c2ccccc2)n1`?
Neddyl block: inactive; FAS-TE inh: -9; Rpn11 block: inactive; Rin1 Abl inh: -6; SKN-1 inh: -9; CSN inh: 3; NadD inh: -3; MT1-MMP act inh: 2; MLLE-PAM2 inh: 5

How did O=C(Nc1cccc(S(=O)(=O)C(F)F)c1)c1ccc(S(=O)(=O)N2CCCC2)cc1 do in these assays?
Neddyl block: inactive; FAS-TE inh: 20; Rpn11 block: inactive; Rin1 Abl inh: 1; SKN-1 inh: 6; CSN inh: -1; NadD inh: -3; MT1-MMP act inh: 2; MLLE-PAM2 inh: -7

Results for CC(C)c1ccc(OCC(=O)NCCO)cc1 ?
Neddyl block: inactive; FAS-TE inh: -7; Rpn11 block: inactive; Rin1 Abl inh: 1; SKN-1 inh: -12; CSN inh: -12; NadD inh: -2; MT1-MMP act inh: 2; MLLE-PAM2 inh: 12

Results for COCCNC(=S)N1CCC(C(=O)c2ccc3c(c2)OCCO3)CC1 ?
Neddyl block: inactive; FAS-TE inh: -27; Rpn11 block: inactive; Rin1 Abl inh: 3; SKN-1 inh: 9; CSN inh: 1; NadD inh: 2; MT1-MMP act inh: -1; MLLE-PAM2 inh: -136

Results for CCN(CC(=O)O)S(=O)(=O)c1cc(Cl)ccc1Cl ?
Neddyl block: inactive; FAS-TE inh: -8; Rpn11 block: inactive; Rin1 Abl inh: -2; SKN-1 inh: -12; CSN inh: 1; NadD inh: -2; MT1-MMP act inh: 6; MLLE-PAM2 inh: -7

Results for COc1cccc(C(C(=O)NC2CCCC2)N(C(=O)c2ccco2)C2CC2)c1OC (stereo not given) ?
Neddyl block: inactive; FAS-TE inh: -6; Rpn11 block: inactive; Rin1 Abl inh: 1; SKN-1 inh: -14; CSN inh: -1; NadD inh: 3; MT1-MMP act inh: 0; MLLE-PAM2 inh: 4

What do the screens show for `Cc1ccc(-c2nc3ccccc3n2C(C(=O)NC(C)(C)C)C2CC2)cc1` (stereo not given)?
Neddyl block: inactive; SKN-1 inh: 1; CSN inh: 2; MT1-MMP act inh: 0

How did O=C(NCc1ccccc1)c1cccnc1N1CCOCC1 do in these assays?
Neddyl block: inactive; FAS-TE inh: -12; Rpn11 block: inactive; Rin1 Abl inh: 6; SKN-1 inh: -1; CSN inh: 4; NadD inh: -7; MT1-MMP act inh: 4; MLLE-PAM2 inh: 3

Results for COc1cc(/C=C/C(=O)O)ccc1OS(=O)(=O)c1c(C)c(C)cc(C)c1C ?
Neddyl block: inactive; FAS-TE inh: -1; Rpn11 block: inactive; Rin1 Abl inh: 3; SKN-1 inh: 0; CSN inh: 5; NadD inh: -1; MT1-MMP act inh: -1; MLLE-PAM2 inh: 16

What do the screens show for `COc1ccc(NC(=O)Nc2cccc3c2O[C@H](CN(C)S(=O)(=O)c2cccs2)[C@@H](C)CN([C@H](C)CO)C3=O)cc1`?
Neddyl block: inactive; FAS-TE inh: 2; Rpn11 block: inactive; Rin1 Abl inh: 1; SKN-1 inh: -6; CSN inh: -1; NadD inh: 1; MT1-MMP act inh: 5; MLLE-PAM2 inh: 5

Results for CSc1nc(N2CCOCC2)cc(N2CCOCC2)n1 ?
Neddyl block: inactive; FAS-TE inh: -4; Rpn11 block: inactive; Rin1 Abl inh: 2; SKN-1 inh: 8; CSN inh: -1; NadD inh: -6; MT1-MMP act inh: -2; MLLE-PAM2 inh: 2

Results for CN(Cc1ccccc1)C(=O)c1ccccc1NC(=O)C1=CSCCO1 ?
Neddyl block: inactive; FAS-TE inh: -5; Rpn11 block: inactive; Rin1 Abl inh: 3; SKN-1 inh: 0; CSN inh: -5; NadD inh: 1; MT1-MMP act inh: -2; MLLE-PAM2 inh: -8

Results for COC(=O)C1CCN(C(=O)COC(=O)Cc2c[nH]c3ccccc23)CC1 ?
Neddyl block: inactive; FAS-TE inh: -4; Rpn11 block: inactive; Rin1 Abl inh: 5.2*; SKN-1 inh: -14; CSN inh: 0; NadD inh: -1; MT1-MMP act inh: 0; MLLE-PAM2 inh: 8

Results for O=C(NCCc1ccc(Cl)cc1)c1ccc2ccccc2n1 ?
Neddyl block: inactive; FAS-TE inh: 23; Rpn11 block: inactive; Rin1 Abl inh: 4; SKN-1 inh: 5; CSN inh: 2; NadD inh: -1; MT1-MMP act inh: 3; MLLE-PAM2 inh: -10

How did Cc1[nH]c2ccccc2c1C(=O)CSc1ccc(Cl)cc1 do in these assays?
Neddyl block: inactive; FAS-TE inh: 1; Rpn11 block: inactive; Rin1 Abl inh: 1; SKN-1 inh: -2; CSN inh: 2; NadD inh: 11; MT1-MMP act inh: 5; MLLE-PAM2 inh: 15

What do the screens show for `O=C(CCl)N1CCN(C(=O)C2COc3ccccc3O2)CC1` (stereo not given)?
Neddyl block: inactive; FAS-TE inh: -7; Rpn11 block: inactive; Rin1 Abl inh: 2; SKN-1 inh: 9; CSN inh: 2; NadD inh: 0; MT1-MMP act inh: -5; MLLE-PAM2 inh: 5

How did Cc1cc(C(=O)NNC(=O)c2ccc(Cl)c(S(N)(=O)=O)c2)c(C)o1 do in these assays?
Neddyl block: inactive; FAS-TE inh: -4; Rpn11 block: inactive; Rin1 Abl inh: 3; SKN-1 inh: 6; CSN inh: -1; NadD inh: -1; MT1-MMP act inh: -2; MLLE-PAM2 inh: 13

How did CCOCCCNC(=O)CCN1C(=O)c2ccccc2Sc2ncccc21 do in these assays?
Neddyl block: inactive; FAS-TE inh: -7; Rpn11 block: inactive; Rin1 Abl inh: -1; SKN-1 inh: -8; CSN inh: -1; NadD inh: -1; MT1-MMP act inh: 0; MLLE-PAM2 inh: 2

Results for CCOC(=O)C(=O)Nc1cc(C)on1 ?
Neddyl block: inactive; FAS-TE inh: -6; Rpn11 block: inactive; Rin1 Abl inh: 3; SKN-1 inh: 4; CSN inh: -4; NadD inh: -3; MT1-MMP act inh: 0; MLLE-PAM2 inh: -17

How did Cc1ccc(S(=O)(=O)N(C)C[C@H]2Oc3ncc(Br)cc3C(=O)N([C@H](C)CO)C[C@@H]2C)cc1 do in these assays?
Neddyl block: inactive; FAS-TE inh: -1; Rpn11 block: inactive; Rin1 Abl inh: 1; SKN-1 inh: 12; CSN inh: 1; NadD inh: 4; MT1-MMP act inh: 1; MLLE-PAM2 inh: -3

Results for Cc1ccc(-c2noc(CN3CCN(Cc4ccccc4)CC3)n2)cc1 ?
Neddyl block: inactive; FAS-TE inh: 6; Rpn11 block: inactive; Rin1 Abl inh: -1; SKN-1 inh: -2; CSN inh: 2; NadD inh: -15; MT1-MMP act inh: -3; MLLE-PAM2 inh: 3

Results for CN(C)c1ccc(P(=O)(Nc2cccc(C(F)(F)F)c2)N2CCOCC2)c(NC(=O)c2cccs2)c1 (stereo not given) ?
Neddyl block: inactive; FAS-TE inh: 53*; Rpn11 block: inactive; Rin1 Abl inh: -2; SKN-1 inh: 16; CSN inh: 3; NadD inh: 11; MT1-MMP act inh: -14; MLLE-PAM2 inh: -20

How did CN(C(=O)COC(=O)/C=C/c1ccccc1)C1CCS(=O)(=O)C1 (stereo not given) do in these assays?
Neddyl block: inactive; FAS-TE inh: -7; Rpn11 block: inactive; Rin1 Abl inh: 7; SKN-1 inh: 5; CSN inh: -2; NadD inh: 0; MLLE-PAM2 inh: -15

What do the screens show for `COc1cc2c(cc1OC)C(c1ccncc1)CC(=O)N2` (stereo not given)?
Neddyl block: inactive; FAS-TE inh: -8; Rpn11 block: inactive; Rin1 Abl inh: -1; SKN-1 inh: 5; CSN inh: 0; NadD inh: -7; MT1-MMP act inh: 1; MLLE-PAM2 inh: -6
